Bioassay records from PubChem.
NCI-60 one-dose screen, 48 h, at 10 µM unless noted. Numbers give growth in % (100 = growth as untreated, 0 = no growth, -100 = all killed).
SW-620 = SW-620 colon cancer | 82,000 tested, 5.2% active
HCC-2998 = HCC-2998 colon cancer; 79,000 tested, 4.7% active; AID 1794799
SF-268 = SF-268 CNS cancer cells; 82,000 tested, 3.1% active
HCT-15 = HCT-15 colon cancer | 82,000 tested, 5.2% active
KM12 = KM12 colon cancer cells; AID 1794800; 82,000 tested, 5% active
SNB-75 = SNB-75 CNS cancer | 79,000 tested, 5% active | AID 1794750
SNB-19 = SNB-19 CNS cancer cells; 81,000 tested, 2.5% active; AID 1794751
HCT-116 = HCT-116 colon cancer. 82,000 tested, 7.3% active. AID 1794798
HT29 = HT29 colon cancer; 81,000 tested, 7.4% active
Active calls of the source: *; . = no result given; & = joins results of further samples. How the source made its calls: active means growth percent below 10; inactive means the rest.

1: COc1ccc(-c2nnn(-c3ccc(Cl)cc3)c2N)cc1OC
2: Cc1nc(C)c(Br)s1
3: CC1=C(C#N)C2=NNC(=O)C(=O)NN2C(c2ccccc2)=C1
4: CCCN(C(C)=O)c1ccccc1
5: CNc1ncnc2c1cnn2-c1ccc(Cl)cc1
6: Cc1nc2cc(-c3nn(C(C)C)c4ncnc(N)c34)ccc2o1
7: COC(=O)C(Cc1ccccc1)n1cc(COc2nc(Cl)nc(Nc3ccc(Cl)cc3)n2)nn1 (stereo not drawn)
8: Cc1ccc(C(C)C)c(O)c1O
entry no.	1	2	3	4	5	6	7	8
SW-620	99	109	100	104	91	2.5*	100	114
HCC-2998	92	108	121	106	107	-8.9*	101	.
SF-268	103	112	114	111	96	4.4*	98	109
HCT-15	91	107	105	99	92	1.7*	91	104
KM12	96	110	102	116	94	0.5*	97	109
SNB-75	90	97	.	101	94	-70*	104	98
SNB-19	102	94	98	111	99	-4.6*	98	104
HCT-116	100	103	97	108	96	7.8*	100	104
HT29	109	105	108	110	109	-8.1*	96	108

9: O=C(/C=C/c1cnc[nH]1)N1CCc2ccc([N+](=O)[O-])cc2C1
10: S=C(SSC(=S)N(c1ccccc1)c1ccccc1)N(c1ccccc1)c1ccccc1
11: COC(=O)/C(CCC=C(C)C)=C1\[C@@H](OC(C)=O)C[C@@]2(C)[C@H]1C[C@@H](O)[C@H]1[C@@]3(C)CC[C@H](NCCCNCCCCN)[C@@H](C)[C@@H]3CC[C@@]12C
12: O=C(Cc1c(F)cccc1Cl)Nc1ccc(S(=O)(=O)Nc2ncccn2)cc1
13: COc1cc(C2=C(CN)C(O)n3c(-c4ccccc4)cnc3N2)cc(OC)c1OC (stereo not drawn)
14: CC1CCCC(O)(C(C(=O)O)c2ccccc2)C1 (stereo not drawn)
15: Cc1ccc2c(n1)C(=O)C(Br)=C(CC(C)C)C2=O
16: CC(=O)Nc1nc(-c2n[nH]c(=S)n2-c2ccc(Oc3ccccc3)cc2)cs1
entry no.	9	10	11	12	13	14	15	16
SW-620	101	108	94	102	94	102	64	98
HCC-2998	118	101	105	97	96	.	105	103
SF-268	100	98	87	116	95	93	96	110
HCT-15	104	103	84	104	98	102	104	111
KM12	103	98	88	111	96	102	99	104
SNB-75	93	100	91	110	68	90	97	111
SNB-19	98	99	96	96	93	104	101	100
HCT-116	107	100	79	102	91	110	62	96
HT29	110	97	60	120	88	107	108	106

17: Cc1nc2ccc(OCc3cn(-c4ccc(F)c(Cl)c4)nn3)cc2c(=O)n1-c1ccccc1
18: Cc1ccc(-c2cc3nc(C(Cl)Cl)nc(-c4ccccc4F)n3n2)cc1
19: COc1cc(CNC(=O)/C=C/c2ccc3c(c2)OCO3)ccc1OCc1cn(-c2ccccc2[N+](=O)[O-])nn1
20: CO[C@H]1/C=C(/C)CCC[C@H](C)[C@H](O)[C@@H](C)C(=O)C(C)(C)[C@@H](O)CC(=O)O[C@@H]1/C(C)=C/c1csc(C)n1
21: Cn1c2c(c(=O)n(C)c1=O)C1(C(=O)Nc3ccccc31)c1c(n(C)c(=O)n(C)c1=O)N2
22: Cc1ccc(N2CCN(CC(O)COc3cccc(C)c3)CC2)cc1 (stereo not drawn)
23: N#Cc1ccccc1-c1ccc(CN2C(=O)S/C(=C\c3ccc(O)cc3)C2=O)cc1
24: Cc1ccc(S(=O)(=O)Nc2cncnc2NS(=O)(=O)c2ccc(C)cc2)cc1
entry no.	17	18	19	20	21	22	23	24
SW-620	106	73	.	34	97	105	95	110
HCC-2998	110	79	109	.	109	106	105	102
SF-268	103	92	105	37	96	115	107	117
HCT-15	94	49	96	16	99	110	98	106
KM12	100	45	99	5.1*	97	112	109	117
SNB-75	94	.	95	-32*	99	105	101	84
SNB-19	94	73	98	31	109	101	94	98
HCT-116	99	68	96	9.4*	98	102	101	95
HT29	103	17	114	-4.3*	113	107	102	109

25: CCN(CC)CCOc1cccc2c1C(=O)c1ccccc1C2=O
26: N/C(=N\C(N)=N\c1nc2ccccc2s1)c1ccc(Cl)cc1
27: CCCCCCCCCCCC(=O)c1c(O)cc(C)oc1=O
28: O=S(=O)(NCC(F)F)c1ccc(-c2cnc(C3CC3)o2)cc1
29: Nc1c(C(=O)c2ccccc2)sc2nc(-c3cccs3)ccc12
30: O=C1CCn2c(=O)cc(-c3ccccc3)c3cccc1c32
31: Cn1cc(CCc2cc[n+](CCC[N+](C)(C)C)cc2)c2ccccc21
32: O=C1C=COC2(C1)C(=O)Nc1ccccc12 (stereo not drawn)
entry no.	25	26	27	28	29	30	31	32
SW-620	88	103	90	89	28	112	105	101
HCC-2998	102	102	93	97	32	100	97	112
SF-268	94	93	84	88	46	101	100	107
HCT-15	95	37	80	98	25	108	105	112
KM12	98	68	83	87	28	104	96	101
SNB-75	86	99	75	85	32	.	92	97
SNB-19	92	84	95	91	36	102	98	99
HCT-116	70	75	85	97	13	102	64	112
HT29	81	98	98	104	5.0*	103	102	124

33: CCCCCCCCP(CCCCCCCC)CCCCCCCC
34: c1ccc(-n2c3ccccc3c3ccccc32)cc1
35: Cn1cc(-c2ccc3occ(-c4cccc(-c5ccncc5)c4)c3n2)cn1
36: COc1ccccc1/C=N\O
37: COc1cc(C(=O)C(O)c2ccc(O)c(OC)c2)ccc1O (stereo not drawn)
38: Nc1cc2c3c(cccc3c1)C(=O)N(CCN1CCCC1)C2=O
39: COc1ccc(/C=N/NCc2nc3ccccc3c(=O)[nH]2)cc1
40: O=c1[nH]ccc(=S)[nH]1
entry no.	33	34	35	36	37	38	39	40
SW-620	109	115	18	109	103	20	98	108
HCC-2998	122	117	45	102	.	44	89	106
SF-268	101	104	28	103	101	34	101	101
HCT-15	97	106	5.3*	106	101	30	99	107
KM12	113	109	12	92	115	35	95	102
SNB-75	110	92	-13*	96	89	48	86	98
SNB-19	93	109	29	109	110	42	98	108
HCT-116	92	109	10	100	110	17	91	98
HT29	122	105	7.8*	98	110	26	94	84

41: CC(=N/O)/C(C)=N\O
42: O=C1SC(=O)c2ccccc21
43: c1cc2c3c(ccc4c3c1CCC4)CCC2
44: Nc1cc2c(O)cc(S(=O)(=O)O)cc2cc1S(=O)(=O)O
45: COc1ccc2c(c1)C(=O)/C(=C/c1ccc([N+](=O)[O-])s1)O2
46: N#Cc1c(-c2ccc(Br)cc2)cc(-c2cc(=O)oc3ccc(Cl)cc23)c(C#N)c1N
47: COc1cc2oc(-c3cccc(C(=O)N[C@@H](CC(C)C)C(=O)O)c3)cc(=O)c2c(OC)c1OC
48: CC(=O)OCC1OC(OC2C(COC(C)=O)OC(OCCC[S-])C(OC(C)=O)C2OC(C)=O)C(OC(C)=O)C(OC(C)=O)C1OC(C)=O.[Au+].c1ccc(CN2[CH-]N(Cc3ccccc3)C(c3ccccc3)=C2c2ccccc2)cc1 (stereo not drawn)
entry no.	41	42	43	44	45	46	47	48
SW-620	103	97	102	93&100	-70*	101	103	18
HCC-2998	118	98	103	117&96	-6.9*	102	107	45
SF-268	115	101	112	96&105	-73*	76	100	40
HCT-15	91	100	87	107&107	.	77	97	26
KM12	101	95	119	117&108	-19*	79	103	27
SNB-75	95	96	70	85&99	12	66	100	45
SNB-19	97	108	97	106&90	-5.7*	86	97	23
HCT-116	112	98	106	95&94	-0.5*	75	106	9.2*
HT29	109	96	94	103&106	-23*	63	109	16

49: COc1ccc2c(c1)CC[C@@H]1[C@@H]2CC[C@]2(C)C(=O)CC[C@@H]12
50: COc1ccc2c(c1)/C(=C(\C#N)C(=O)c1ccccc1)C(=O)N2
51: CN(C)Cc1cc(C(C)(C)C)cc(N2CCOCC2)c1O
52: COc1ccc(-c2c(C#N)c(O)[nH]c(=O)c2C#N)cc1
53: Cc1cc([N+](=O)[O-])c(C)cc1C(=O)O
54: O=c1[nH]c2ccccc2c(=O)n1CCCN1CCN(c2cccc(Cl)c2)CC1
55: NC(=O)c1cc(O)c(Br)c(O)c1
56: ONc1nc(NO)c2[nH]cnc2n1
entry no.	49	50	51	52	53	54	55	56
SW-620	100	100	103	100	108	116	108	55
HCC-2998	112	108	.	101	109	113	107	121
SF-268	100	104	105	100	100	118	104	59
HCT-15	86	111	108	100	97	91	122	90
KM12	101	107	112	104	102	115	107	110
SNB-75	95	73	95	97	.	92	104	89
SNB-19	116	101	96	98	101	99	118	112
HCT-116	100	103	97	100	102	100	106	47
HT29	98	110	103	98	104	99	110	109

57: CCOC(=O)c1c(Nc2ccccc2)nn2c(-c3ccccc3)ccnc12
58: CCN(CC)CC(O)CNc1c(C)cccc1C (stereo not drawn)
59: COC(=O)[C@H](C)NC(=O)CNC(=O)c1cccc2c(=O)c3ccccc3[nH]c12
60: CCOC(=O)c1sc2nc(-c3cccc(OC)c3)nc(N3CCOCC3)c2c1C
61: Oc1cc(/C=C/c2nc(N3CCOCC3)c3cc(Cl)c(Cl)cc3n2)cc(O)c1O
62: C/C(=C/c1ccccc1)OC(=O)c1ccccc1
63: N=C(N)c1ccc(N=NNc2ccc(C(=N)N)cc2)cc1
64: Cc1cc(N2CCCCC2)nc(N2CCN(CC(=O)Nc3ccc4c(ccn4Cc4ccccc4)c3)CC2)n1
entry no.	57	58	59	60	61	62	63	64
SW-620	105	105	98	110	107	112	105	74
HCC-2998	97	104	106	100	104	.	97	93
SF-268	113	101	102	88	108	95	98	80
HCT-15	63	98	101	96	99	98	97	48
KM12	89	95	101	98	111	109	100	49
SNB-75	67	94	98	95	91	83	94	66
SNB-19	98	106	103	89	102	100	109	70
HCT-116	87	90	103	97	104	100	98	44
HT29	84	81	110	90	120	104	.	12

Exported with values under each structure: entries from further up.
Values in the order – SW-620, HCC-2998, SF-268, HCT-15, KM12, SNB-75, SNB-19, HCT-116, HT29
(51) CN(C)Cc1cc(C(C)(C)C)cc(N2CCOCC2)c1O
 : 103, ., 105, 108, 112, 95, 96, 97, 103
(52) COc1ccc(-c2c(C#N)c(O)[nH]c(=O)c2C#N)cc1
 : 100, 101, 100, 100, 104, 97, 98, 100, 98
(53) Cc1cc([N+](=O)[O-])c(C)cc1C(=O)O
 : 108, 109, 100, 97, 102, ., 101, 102, 104
(54) O=c1[nH]c2ccccc2c(=O)n1CCCN1CCN(c2cccc(Cl)c2)CC1
 : 116, 113, 118, 91, 115, 92, 99, 100, 99
(55) NC(=O)c1cc(O)c(Br)c(O)c1
 : 108, 107, 104, 122, 107, 104, 118, 106, 110
(56) ONc1nc(NO)c2[nH]cnc2n1
 : 55, 121, 59, 90, 110, 89, 112, 47, 109
(57) CCOC(=O)c1c(Nc2ccccc2)nn2c(-c3ccccc3)ccnc12
 : 105, 97, 113, 63, 89, 67, 98, 87, 84
(58) CCN(CC)CC(O)CNc1c(C)cccc1C (stereo not drawn)
 : 105, 104, 101, 98, 95, 94, 106, 90, 81
(59) COC(=O)[C@H](C)NC(=O)CNC(=O)c1cccc2c(=O)c3ccccc3[nH]c12
 : 98, 106, 102, 101, 101, 98, 103, 103, 110
(60) CCOC(=O)c1sc2nc(-c3cccc(OC)c3)nc(N3CCOCC3)c2c1C
 : 110, 100, 88, 96, 98, 95, 89, 97, 90
(61) Oc1cc(/C=C/c2nc(N3CCOCC3)c3cc(Cl)c(Cl)cc3n2)cc(O)c1O
 : 107, 104, 108, 99, 111, 91, 102, 104, 120
(62) C/C(=C/c1ccccc1)OC(=O)c1ccccc1
 : 112, ., 95, 98, 109, 83, 100, 100, 104
(63) N=C(N)c1ccc(N=NNc2ccc(C(=N)N)cc2)cc1
 : 105, 97, 98, 97, 100, 94, 109, 98, .
(64) Cc1cc(N2CCCCC2)nc(N2CCN(CC(=O)Nc3ccc4c(ccn4Cc4ccccc4)c3)CC2)n1
 : 74, 93, 80, 48, 49, 66, 70, 44, 12

(list continues)
65: CN(C)CSCCO
66: COC(=O)c1nc(N)nc(C(=O)OC)c1C(=O)c1ccc(N2CCN(c3ccc(C(=O)c4c(C(=O)OC)nc(N)nc4C(=O)OC)cc3)CC2)cc1
67: CC(=O)C1CC(CC(=O)O)C1(C)C (stereo not drawn)
68: N#CC1=C(N)ONC1c1cc(=O)oc2ccc(Cl)cc12 (stereo not drawn)
69: CC1(C)N=C(N)N=C(N)N1c1ccc(CCc2ccccc2)c(Cl)c1
70: Cc1cccc(-c2ccccc2Oc2ccc3nnc(Cl)n3n2)c1
71: COc1cc(-c2c(-c3ccccc3)c[nH]c2C(=O)O)cc(OC)c1OC
72: Cc1ccc(-c2nc(NCCO)nc(N)c2C#N)cc1
entry no.	65	66	67	68	69	70	71	72
SW-620	103	109	95&102	105	18	101	102	115
HCC-2998	107	120	114&105	99	15	105	101	106
SF-268	100	102	103&96	90	21	106	103	95
HCT-15	108	105	103&100	107	40	100	100	99
KM12	93	102	107&108	104	14	106	109	101
SNB-75	100	92	96&84	101	36	89	97	86
SNB-19	100	107	94&106	104	32	98	103	100
HCT-116	105	110	98&96	95	10	104	109	94
HT29	103	110	100&93	96	1.4*	107	118	99
